High-throughput results (PubChem)
KAT2A inh: inhibitors of human GCN5L2 histone acetyltransferase; hit rate 0.21% among 390,000; Potency, µM (doses to about 58.9 µM), for inactives: at the highest dose activity change, negative = inhibition, hits mostly inhibitors; GCN5L2 HAT assay, ThioGlo1 CoA-SH fluorescence; AID 504327; Q92830
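Enzyme at 20nM final was mixed with library compounds for 15 min at room temperature. Peptide H3(1-25) at 75uM, acetyl-CoA at 70uM and ThioGlo1 at 50uM were then added. Plates were read immediately and after 20 min (Ex340nm/Em540nm).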
FEN1 inhibitor: inhibitors of human flap endonuclease 1; Recombinant FEN1 flap cleavage, fluorescence, 15 min; Potency, µM (titrated, usually from 114 µM), for inactives: at the highest dose activity change, negative = inhibition, usual class: inhibitors; hit rate 0.35% among 390,000; also: nearly all actives have a fitted effect of over 65% in size
Target sequence (P39748 whole entry, looked up): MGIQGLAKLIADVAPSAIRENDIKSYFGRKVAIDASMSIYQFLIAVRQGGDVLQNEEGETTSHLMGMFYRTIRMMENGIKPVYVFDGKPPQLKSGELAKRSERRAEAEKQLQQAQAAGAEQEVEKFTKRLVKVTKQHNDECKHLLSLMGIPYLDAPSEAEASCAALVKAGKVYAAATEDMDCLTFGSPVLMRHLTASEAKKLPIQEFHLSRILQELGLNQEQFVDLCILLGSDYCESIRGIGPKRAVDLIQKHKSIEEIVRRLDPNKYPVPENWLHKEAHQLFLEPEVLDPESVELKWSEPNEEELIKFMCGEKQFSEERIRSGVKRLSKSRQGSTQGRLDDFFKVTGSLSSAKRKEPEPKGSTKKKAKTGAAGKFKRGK
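Potency values derive from four-parameter Hill fits of normalized qHTS data. The reaction used 10 nM FEN1 preincubated 15 min at room temperature with compound, then 50 nM DNA substrate, read at 0 and 15 min.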
N370S GC: N370S glucocerebrosidase modulation, Gaucher chaperone candidate. P04062. N370S GC spleen homogenate, 4MU-glucoside fluorescence. Potency, µM (doses to about 59.4 µM), for inactives: top-dose activity change, negative = inhibition, actives largely listed as inhibitors. hit rate 0.092% among 330,000. AID 2101;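 also: 0% = full enzyme activity and -100% = no enzyme basal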
* marks the source's active call; other numbers are inactive results; ? = inconclusive; nt = no result given; & = joins results of further samples; [ ] = another dose, or the depositor's remark. Calls follow the shape of the dose curve; as a rule, active = well fitted curve in the direction sought with a large enough effect; inconclusive = small, poorly fitted or top-dose-only effect, or another doubt; inactive = no such curve, though single readings can be large; an effect the other way counts as inactive or inconclusive. Unless noted, % is scaled to controls: 0 for no effect and ±100 for the full control effect; potency is read from the fitted curve at half-maximal effect.

Molecule	KAT2A inh	FEN1 inhibitor	N370S GC
COc1ccccc1/C=C/C(=O)OCC(=O)N1CCN(S(=O)(=O)c2ccc(C)cc2C)CC1	-6%	-9%	-2%
CCSc1ccc([C@@H]2[C@H]3C(=O)N(CC)C(=O)[C@H]3[C@]3(C(=O)OC)CCCCN23)cc1	-18%	?	-10%
COc1cc(/C=N\NC(=O)c2ccc(-c3ccccc3)cc2)ccc1OCC(N)=O	2%	5%	2%
COc1ccccc1NS(=O)(=O)c1ccc(C)c(C(=O)NCC2CCCO2)c1 (centres undefined)	-8%	8%	-3%
COc1cc(NC(=O)c2ccc(F)cc2)c(OC)cc1NC(=O)CN1CCOCC1	0%	-3%	0%
COC(=O)c1sccc1NC(=O)CSc1ccccc1NS(=O)(=O)c1ccccc1Cl	2%	-8%	6%
CC1CCN(c2ccccc2NC(=O)c2ccc(Br)o2)CC1	-10%	-14%	23%
Cn1c(C(=O)OC(C(=O)NCC2CCCO2)c2cccnc2)cc2sccc21 (centres undefined)	-2%	18%	11%
COc1ccc(-c2nnc(NC(=O)c3cccs3)s2)c(OC)c1	-9%	-2%	-3%
C[C@H]1CN([C@@H](C)CO)C(=O)c2cccc(NC(=O)c3cnccn3)c2O[C@@H]1CN(C)S(=O)(=O)c1ccc(F)cc1	-6%	14%	nt
COc1ccc(OC)c(CNC(=O)c2cc(-c3ccc(Cl)s3)nc3ccccc23)c1	2%	-16%	nt
O=C1SCCC1NS(=O)(=O)c1ccccc1[N+](=O)[O-] (centres undefined)	-8%	-11%	3%
COc1cccc(CNC(=O)c2ccc3c(c2)c(C)c(C)n3Cc2ccccc2)c1OC	-6%	-1%	nt
Clc1ccsc1-c1csc(-c2cccnc2)n1	-2%	-19%	12%
O=C(NCc1nc2ccccc2[nH]1)C1=C[C@H](C2CCCCC2)C[C@H](OCc2ccc(CO)cc2)O1	-13%	5%	22%
O=C1CC(c2ccccc2)CN1C(=O)c1ccccc1 (centres undefined)	0%	15%	6%
COc1ccc(N(CC(=O)NC2CCCCC2)C(=O)CNC(=O)c2cccs2)cc1OC	0%	0%	-8%
O=C(CSCc1ccc(C(=O)O)cc1)Nc1ccc2ccccc2c1	-6%	18%	3%
O=S(=O)(c1cnccc1N1CCN(/N=C/c2ccc(Cl)cc2)CC1)N1CCCCC1	-16%	-13%	3%
CCCCC/C=C/C=C1/C(=O)C=C[C@@H]1C/C=C\CCCC(=O)O	?	nt	2%&2%&-14%&-11%
Cc1ccc(-c2nc3ccccc3[nH]2)cc1NC(=O)c1ccc2c(c1)OCO2	4%	-9%	-1%
Cc1ccc(S(=O)(=O)N(C)C)cc1NC(=O)COC(=O)/C=C/c1ccc(F)cc1	?	-7%	0%
COc1cc(C(=O)Nc2ccc(OCC(=O)O)cc2)cc(OC)c1OC	2%	0%	2%
Cc1cc(C)c(-c2csc(NC(=O)c3cc([N+](=O)[O-])ccc3N3CCOCC3)n2)c(C)c1	-5%	-8%	-2%
O=C(O)c1cccc(-n2cccc2/C=C/[N+](=O)[O-])c1	-26%	?	-4%
CCOC(=O)c1cc2c(OC)ccc(OC)c2n1CC(=O)c1ccccc1	-2%	-14%	-1%
O=C(NCCCN1CCN(c2ccccc2)CC1)c1nnc(Cc2c(F)cccc2Cl)o1	-2%	-2%	nt
CNC(=O)COC(=O)[C@@H](Nc1ccc(S(=O)(=O)N2CCOCC2)cc1[N+](=O)[O-])C(C)C	-4%	-1%	-6%
NCCNCCN	11%	nt	-10%
O=[N+]([O-])c1cc([N+](=O)[O-])c2nonc2c1Nc1ccccc1O	0%	-7%	-27%
Cc1ccc(C(=O)NCC(=O)Nc2cccc(S(=O)(=O)NC3=NCCCCC3)c2)cc1C	1%	0%	7%
CC(C)Oc1cccc(C(=O)C2CCCN(C(=O)c3noc4c3CCCC4)C2)c1 (centres undefined)	-13%	-2%	?
CS(=O)(=O)N1N=C(c2ccc3nccnc3c2)CC1c1ccccc1 (centres undefined)	18%	-3%	-2%
O=C(CCc1ccccc1)OCCOC(=O)CCc1ccccc1	-5%	0%	0%
Nc1nc(SCc2nc3scc(-c4ccccc4)c3c(=O)[nH]2)n[nH]1	-5%	-19%	2%
Cc1[nH]c2ccccc2c1C(c1ccccc1)c1cccs1 (centres undefined)	-7%	2%	nt

Retrieved one by one from the list above, two records:
Molecule	KAT2A inh	FEN1 inhibitor	N370S GC
Cc1ccc(C(=O)NCC(=O)Nc2cccc(S(=O)(=O)NC3=NCCCCC3)c2)cc1C	1%	0%	7%
NCCNCCN	11%	nt	-10%

(next part)
Molecule	KAT2A inh	FEN1 inhibitor	N370S GC
O=C(NCCC(=O)N1CCC2(CC1)NCCc1[nH]cnc12)c1cccc(Br)c1	-1%	-8%	-20%
COc1ccc(OC)c(-c2nnc(SCC(=O)NC3CCCCC3)o2)c1	-5%	-4%	0%
Cc1ccc(-c2noc(CN(C(=O)c3ccc(C(C)(C)C)cc3)C(C)C)n2)cc1	-8%	-23%	nt
COc1ncc2ncc(=O)n(Cc3ccc(F)cc3)c2n1	-21%	nt	-15%
Cc1nc2c(c(=O)n1Cc1ccccc1Cl)c1nc3ccccc3nc1n2Cc1ccco1	?	nt	18%
C#C[C@]1(O)CCC2C3CCC4=Cc5oncc5C[C@@]4(C)C3CC[C@@]21C (some centres undefined)	-5%	nt	-7%
Cc1noc(NS(=O)(=O)c2ccc(NC(=O)Cc3ccc([N+](=O)[O-])cc3)cc2)c1C	-11%	-3%	1%
NC1=NC(=O)/C(=C/c2ccccc2OS(=O)(=O)c2ccc3ccccc3c2)S1	-1%	-1%	?
CCOC(=O)c1cc(-c2ccccc2)n(CC(=O)Nc2ccc(OCC)cc2)c1C	2%	-4%	-25%
COC(=O)C(C)Sc1nc2ccsc2c(=O)n1Cc1ccccc1 (centres undefined)	-4%	-16%	-7%
O=C(Nc1ccnc(-c2ccncc2)n1)c1cccs1	-4%	2%	-2%
COc1ccc(N2CCN(c3ccc(-c4nc(-c5ccccc5C)no4)cc3[N+](=O)[O-])CC2)cc1	-8%	-8%	nt

(list continues)
The line under a structure holds: KAT2A inh, FEN1 inhibitor, N370S GC
> CC(=O)n1nc(-c2ccccc2)nc1NCc1ccc(F)cc1
 : -4%, -15%, 5%
> O=C(N/N=C/c1ccc(N2CCOCC2)s1)c1ccccc1Br
 : -8%, -3%, -12%
> Cc1cc(Cl)ccc1NC(=S)N1CCN(Cc2ccc3c(c2)OCO3)CC1
 : 5%, -3%, 15%
> COc1ccc(CN2CCNC(=O)C2CC(=O)N2CCCCO2)cc1OC (centres undefined)
 : -3%, -8%, 0%
> O=C(Nc1nccs1)c1ccc(S(=O)(=O)N2CCOCC2)cc1
 : 10%, 79µM*, -2%
> COc1ccc(/C=N/NC(=O)c2ccc(NC(=O)C3CCCCC3)cc2)cc1O
 : -9%, -20%, -6%
> CCCCc1cc(=O)oc2cc(OC(C)C(=O)NCC3CCC(C(=O)O)CC3)c(Cl)cc12 (centres undefined)
 : -18%, 5%, -13%
> N#CC1(NC(=O)CSc2nnc(-c3ccccc3F)o2)CCCCC1
 : 1%, 3%, -3%
> CCn1c(O)c(C=NC2CCCC(C)C2C)sc1=S (centres undefined)
 : -5%, -23%, ?
> Cc1nnc(NC(=O)CCS(=O)(=O)Cc2ccccc2)s1
 : -9%, 5%, -5%
> C[C@@H]1CCC(=O)N(C[C@@H](C)CSc2ccccc2)CC1
 : 1%, -11%&-3%, 1%
> COc1ccc(OC)c(C2=NOC(C(=O)Nc3cc(C)nn3-c3ccccc3)C2)c1 (centres undefined)
 : 4%, -3%, 1%
> O=C(CCC(=O)NNC(=O)COc1ccccc1)NCc1ccccc1
 : -2%, -10%, 5%
> CCC(=O)Nc1c2c(nn1-c1ccc(F)cc1)CS(=O)C2 (centres undefined)
 : -4%, 34%[activator], -1%
> Cc1ccc(O)c(C(=O)c2cnc3c(c2)c(=O)n(C)c(=O)n3C)c1
 : -24%, -1%, 10%
> O=C(NCc1ccccn1)c1ccc(CNS(=O)(=O)c2ccc(F)cc2)cc1
 : 15%, -5%, -1%
> CC(=O)N1CCc2cc(S(=O)(=O)NC(C(=O)NC3CCCc4ccccc43)C(C)C)ccc21 (centres undefined)
 : -4%, 7%, ?
> CC(OC(=O)Cn1[nH]c(=O)c2ccccc2c1=O)C(=O)Nc1ccc(Cl)cn1 (centres undefined)
 : 0%, -4%, nt
> COc1ccc(-c2cc3ccc(OCC(C)=O)cc3oc2=O)cc1OC
 : -8%, 3%, ?
> COc1ccc(CNC(=O)c2ccc3c(Cl)c4c(nc3c2)CCCC4)c(OC)c1
 : -7%, 9%, nt
> COc1cc(CN2CCC(C)CC2)ccc1OCc1ccccc1
 : -14%, 18%, -10%
> COc1cccc(NC(=O)CN(C)C(=O)CN2C(=O)NC(C)(c3ccc(C)cc3)C2=O)c1 (centres undefined)
 : -1%, 0%, nt
> COc1cccc(N=c2oc3c(C)ncc(CO)c3cc2C(N)=O)c1
 : 1%, -8%, 11%
> Cc1ccc(CN2CCc3nc(SCC(=O)Nc4cccc(C)c4C)[nH]c(=O)c3C2)cc1
 : -10%, 15%, nt
> CCC1(CC)NC(=O)N(CC(=O)OCC(=O)c2ccccc2OC)C1=O
 : 0%, 10%, 2%
> CCNC(=O)CSc1nc(-c2ccc(F)cc2)cs1
 : -4%, 6%, -11%
> CN1C(=O)/C(=C/c2cc(N=Nc3ccccc3)ccc2O)SC1=S
 : -1%, -3%, 6%
> CCOc1ccc(C(=O)Nc2cc(-c3ccccc3)no2)cc1
 : 3%, 0%, nt
> O=C(NC(=S)Nc1ccc(S(=O)(=O)N2CCCC2)cc1)C1CC1
 : -6%, 1%, -7%
> Clc1ccc(CNCCC2=CCCCC2)cc1
 : -2%, -9%, nt

One compound at a time, from the list above.
`COc1cc(/C=N\NC(=O)c2ccc(-c3ccccc3)cc2)ccc1OCC(N)=O` is listed with KAT2A inh = 2%; FEN1 inhibitor = 5%; N370S GC = 2%
`COc1cc(C(=O)Nc2ccc(OCC(=O)O)cc2)cc(OC)c1OC` is listed with KAT2A inh = 2%; FEN1 inhibitor = 0%; N370S GC = 2%

Remaining list, next part
The line under a structure holds: KAT2A inh, FEN1 inhibitor, N370S GC
> CCn1c(CC(=O)Nc2ccccc2)nnc1SCc1nc2ccccc2c(=O)[nH]1
 : 20%, -2%, 1%
> CN(C)C(=O)N1CCC(C(=O)NCc2ccccc2Cl)CC1
 : -6%, -2%, 3%
> CC1(C)CC(=O)C=C(NCCN2CCN(C(=O)Nc3ccccc3)CC2)C1
 : 2%, 0%, -3%
> CN(C)/C=C/C(=O)c1ccccc1OCc1cnc(Cl)s1
 : -1%, 17%, -13%
> COC(=O)c1ccc(N2OC3(C)C=CC2CC3)cc1 (centres undefined)
 : -4%, 1%, 3%
> CCOC(=O)Cn1nc(C)c(NC(=O)COc2ccc([N+](=O)[O-])c(C)c2)c1C
 : -9%, 4%, -5%
> CCc1ccc(C(=O)O)cc1
 : -1%, 1%, -21%
> Cc1ccc2cc(CCNC(=O)c3cc4ccccc4o3)c(=O)[nH]c2c1C
 : -3%, -8%, 14%
> CC/C(=N/O)c1cnnc(SC)n1
 : 0%, -5%, 8%
> Cc1ccc(-n2c(SCC(=O)NCC3CCCO3)nc3ccccc3c2=O)cc1 (centres undefined)
 : -3%, -1%, nt
> CCOC(=O)c1cc(COc2cc(Cl)cc(Cl)c2)on1
 : -1%, 0%, -1%
> O=C(COC(=O)c1cnccn1)c1ccc([N+](=O)[O-])cc1
 : -5%, -7%, 4%
> COc1cccc(NS(=O)(=O)c2ccc3c(c2)NC(=O)CC(=O)N3)c1
 : -3%, -3%, -18%
> Cc1ccc(CNC(=O)CCS(=O)(=O)c2cc3c(cc2Cl)NC(=O)CO3)o1
 : -8%, -3%, 1%
> COc1ccc(S(=O)(=O)N(C)C)cc1NC(=O)COC(=O)Cn1cnc2ccccc2c1=O
 : -1%, -6%, nt
> CC(C)NC(=O)C1CCN(C(=O)N2CCOc3ccc(Cl)cc32)CC1
 : -5%, -1%, nt
> CC(C)[C@H](NC(=O)c1ccc(Cl)cc1Cl)C(=O)NNc1cccc(C(=O)O)c1
 : -5%, 2%, nt
> COc1ccc(OC)c(/C=C/C(=O)c2ccc3c(c2)OCCO3)c1
 : -10%, -19%, 7%
> O=C(NCc1ccccc1)C(c1ccco1)N(C(=O)c1ccccn1)c1ccc(F)cc1 (centres undefined)
 : -12%, -2%, -7%
> Cc1ccccc1C(=O)NNC1=NCCC1
 : -3%, -8%, 1%
> COC(=O)c1ccccc1NC(=O)COC(=O)C1CCCCC1
 : -11%, -21%, 10%
> Cc1ccc(-n2ncc(C(=O)Nc3ccc(Cl)cc3)c2C2CCNCC2)cc1C
 : -2%, -1%, -2%
> CCN(CC)c1ccc(C(=O)NCc2ccc3c(c2)CCN3C(C)=O)cc1
 : -4%, -7%, nt
> O=c1c2ccccc2ncn1/N=C/c1ccccc1
 : 6%, -1%, 0%
